Screening results from PubChem.
IDH1 R132H inh = blocks human mutant IDH1 R132H enzyme | O75874 | IDH1-R132H enzyme, NADPH consumption, diaphorase/resazurin fluorescence | Potency, µM (titrated, usually from 76.6 µM), without a hit: at the highest dose activity change, negative = inhibition, usual class: inhibitors | actives 0.093% (n = 390,000) | AID 602179; further: on the % scale 0 is the no-effect control and ±100 the full control effect; nearly all actives have a fitted effect of over 65% in size
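IDH1-R132H (0.5 ug/mL) preincubated 30 min with compound, then NADPH (0.016 mM) and alpha-KG (2 mM) added; 80 min at RT, pH 7.5. Remaining NADPH coupled via diaphorase/resazurin to fluorescence (540/590 nm); concentration-response curves normalized to no-enzyme control.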
Vif-APOBEC3G blk = blocks the Vif interaction with human APOBEC3G. Q9HC16. HeLa A3G-eYFP + Vif (tagged APOBEC3G with the HIV-1 protein that degrades it), YFP fluorescence, overnight. Potency, µM (top dose mostly 46.1 µM), for the others: at the highest dose activity, negative = active, hits mostly inhibitors. actives 0.076% (n = 410,000). AID 602310;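 further: on the % scale 0 is the no-effect control and ±100 the full control effect; nearly all actives have a fitted effect of over 60% in size; hits raise eYFP signal because A3G escapes Vif-driven loss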
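Read-out is eYFP fluorescence (Ex 488/Em 500-530) from Vif-expressing HeLa A3G-eYFP cells; more signal means A3G escaped Vif-mediated degradation. Cells plated overnight, compound pinned in, incubated overnight at 37 deg C.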
Vif-APOBEC3F blk = inhibitors of Vif-A3F interaction; HeLa A3F-eYFP + Vif (tagged APOBEC3F with the HIV-1 protein that degrades it), YFP fluorescence increase; Potency, µM (top dose mostly 46.1 µM), for the others: at the highest dose activity, negative = active; actives 0.2% (n = 390,000); further: % of control where 0% means no effect; nearly all actives have a fitted effect of over 65% in size
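HeLa cells stably expressing Vif plus C-terminally eYFP-tagged A3F were seeded, incubated overnight at 37 deg C, dosed with compound, incubated overnight again at 37 deg C. Yellow fluorescence (Ex 488/Em 500-530) reported blocked Vif-mediated A3F-eYFP degradation.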
USP1-UAF1 inh = blocks the human USP1/UAF1 deubiquitinase complex. recombinant USP1/UAF1, Ub-Rhodamine cleavage fluorescence. Potency, µM (highest dose often 57.1 µM), for the others: at the top dose activity change, negative = inhibition, most hits filed as inhibitors. actives 0.23% (n = 390,000). AID 743255; further: on the % scale 0 is the no-effect control and ±100 the full control effect; nearly all actives have a fitted effect of over 60% in size; inactives centre near -12
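USP1/UAF1 complex (1 nM) preincubated 15 min at room temperature with compound, then Ub-Rho substrate (150 nM final) added. Kinetic fluorescence at 480/540 nm over 6 reads at 60 s intervals; 50 mM HEPES pH 7.8, 0.5 mM EDTA, 0.1 mg/ml BSA, 1 mM TCEP, 0.01% Tween-20.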
RGS4 inh = inhibitors of human regulator of G protein signaling 4; actives 0.039% (n = 390,000); Transcreener GDP fluorescence polarization, RGS4-accelerated GTP hydrolysis; Potency, µM (highest dose often 114 µM), for the others: top-dose activity change, negative = inhibition, actives largely listed as inhibitors; P49798; further: on the % scale 0 is the no-effect control and ±100 the full control effect; nearly all actives have a fitted effect of over 75% in size; some results filed as inactive show a strong effect at the top dose
Target sequence (P49798 whole entry, looked up): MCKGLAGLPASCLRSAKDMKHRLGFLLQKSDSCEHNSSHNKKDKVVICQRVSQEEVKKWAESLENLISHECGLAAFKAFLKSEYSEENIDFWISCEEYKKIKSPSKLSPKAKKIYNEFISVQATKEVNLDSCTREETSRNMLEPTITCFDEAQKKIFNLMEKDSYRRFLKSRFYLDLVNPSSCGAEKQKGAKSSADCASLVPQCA
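MLSMR compounds (23 nl, pin-transferred) preincubated 10 min at room temperature with a 500nM (2x) first reagent, then RGS4 at 900nM (2x) plus Transcreener GDP mix added; fluorescence polarization (620/688 nm) read before and after 90 min at 30 °C.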
TrxR1 substrate = rat thioredoxin reductase 1 substrate activity; AID 588456; O89049; purified TrxR1 substrate turnover, NADPH consumption readout; actives 0.01% (n = 390,000); Potency, µM (titrated, usually from 114 µM), for the others: top-dose activity change, negative = substrate turnover; further: on the % scale 0 is the no-effect control and ±100 the full control effect; nearly all actives have a fitted effect of over 50% in size
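Rat TrxR1, dispensed at 90 nM, was prereduced with 400 uM NADPH (final) for 5 min at ~22 deg C, then incubated with compound 15 min before 400 uM selenite. A first-read NADPH fluorescence drop versus no-compound background flagged substrates.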
TrxR1 inh = blocks rat thioredoxin reductase 1. recombinant rTrxR1, NADPH fluorescence consumption, selenite substrate. O89049. actives 1% (n = 390,000). Potency, µM (highest dose often 114 µM), for the others: at the top dose activity change, negative = inhibition, usual class: inhibitors. AID 588453; further: on the % scale 0 is the no-effect control and ±100 the full control effect; nearly all actives have a fitted effect of over 65% in size
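Rat TrxR1 (90 nM in the dispensed reagent) was pre-reduced with 400 uM NADPH for 5 min at room temperature, then incubated with compound for 15 min. After 400 uM selenite was added, NADPH fluorescence (Ex 340/Em 450 nm) was followed for 8 min.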
RXFP1 agonist = activates the human relaxin receptor RXFP1; Q9HBX9; AID 2676; HEK293T-RXFP1 cAMP TR-FRET, 30 min; response scale: percent of porcine relaxin response, buffer zero; Potency, µM (titrated, usually from 57.5 µM), for the others: top-dose activation, hits mostly activators; actives 0.3% (n = 370,000); further: on the % scale 0 is the no-effect control and ±100 the full control effect; nearly all actives have a fitted effect of over 60% in size; many of its hits are not listed in these tables
Target sequence (Q9HBX9 whole entry, looked up): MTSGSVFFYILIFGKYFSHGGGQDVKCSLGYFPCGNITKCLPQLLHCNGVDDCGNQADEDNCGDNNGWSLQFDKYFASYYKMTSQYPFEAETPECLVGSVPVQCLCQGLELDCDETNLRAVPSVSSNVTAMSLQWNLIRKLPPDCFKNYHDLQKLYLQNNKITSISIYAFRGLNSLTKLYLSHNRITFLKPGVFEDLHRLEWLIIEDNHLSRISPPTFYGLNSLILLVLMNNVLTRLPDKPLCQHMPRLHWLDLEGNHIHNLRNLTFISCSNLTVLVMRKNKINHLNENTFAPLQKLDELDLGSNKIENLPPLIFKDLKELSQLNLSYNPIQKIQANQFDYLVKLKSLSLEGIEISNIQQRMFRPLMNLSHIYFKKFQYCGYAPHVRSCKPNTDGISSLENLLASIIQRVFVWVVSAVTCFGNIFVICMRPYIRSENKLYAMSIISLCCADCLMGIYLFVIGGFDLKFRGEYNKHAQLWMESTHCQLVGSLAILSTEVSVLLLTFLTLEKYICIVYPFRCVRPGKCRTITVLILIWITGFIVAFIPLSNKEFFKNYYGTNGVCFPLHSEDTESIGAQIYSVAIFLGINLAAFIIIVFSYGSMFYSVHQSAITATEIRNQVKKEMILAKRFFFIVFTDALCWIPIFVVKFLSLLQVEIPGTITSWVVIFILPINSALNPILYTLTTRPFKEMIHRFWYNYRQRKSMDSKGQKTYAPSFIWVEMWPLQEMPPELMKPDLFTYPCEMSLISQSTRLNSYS
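cAMP rise read by TR-FRET after 30 min, 37C compound exposure (up to 58 uM) in RXFP1-transfected HEK293 cells with Ro 20174 present. EC50 from Hill-equation fits, with 29 nM porcine relaxin as 100% and buffer as basal.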
ALOX12 inh = blocks human arachidonate 12S-lipoxygenase | purified 12hLO, xylenol orange hydroperoxide absorbance | AID 1671190 | actives 1.1% (n = 580,000) | Potency, µM (series often up to 108 µM), for the others: top-dose activity change, negative = inhibition, actives largely listed as inhibitors | P18054; further: on the % scale 0 is the no-effect control and ±100 the full control effect
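Purified human 12hLO (150 nM final) in 25 mM Hepes, 0.01% Triton X-100, pH 7.0 was preincubated 15 min at room temperature with compound. Then 40 uM arachidonic acid was added, 30 min. Hydroperoxide was read by Fe-XO absorbance ratio 573/405 nm.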
* marks the source's active call; other numbers are inactive results; ? = inconclusive; . = no result given; & = joins results of further samples; [ ] = another dose, or the depositor's remark. The call rests on the fitted dose curve; in most records, active means well fitted curve in the direction sought with a large enough effect; inconclusive means small, poorly fitted or top-dose-only effect, or another doubt; inactive means no such curve, though single readings can be large; an effect the other way counts as inactive or inconclusive. Potency means the concentration at half of the fitted maximal effect.

cpd	Molecule	IDH1 R132H inh	Vif-APOBEC3G blk	Vif-APOBEC3F blk	USP1-UAF1 inh	RGS4 inh	TrxR1 substrate	TrxR1 inh	RXFP1 agonist	ALOX12 inh
1	COc1ccc(S(=O)(=O)N2CCC(C(=O)N(C)Cc3ccc(C)o3)CC2)cc1OC	-1%	2%	4%	-7%	-10%	5%	?	0.3%	-9%
2	O=C(CCC1N=C2c3ccccc3N=C(SCc3ccc(F)cc3)N2C1=O)NCc1ccc(F)cc1 (stereo not drawn)	4%	-2%	0%	-5%	-21%	7%[57.1 µM]	13%[57.1 µM]	0.4%	-22%
3	CC(=O)c1ccc(CC2SC(N)=NC2=O)cc1 (stereo not drawn)	3%	0%	0%	-1%	20%	-3%	15%	0.9%	0%
4	CCOc1ccc(-c2ccc(SCC(=O)N3CCOCC3)nn2)cc1	15%	-1%	-23%	-1%	-37%	-14%[57.1 µM]	20%[57.1 µM]	4.9%	0%
5	Cc1ccc(C)c(S(=O)(=O)N2C(=S)NC(=O)C2CC(C)C)c1 (stereo not drawn)	3%	0%	-7%	-22%	1%	-5%	16%[57.1 µM]	0.1%	-5%
6	Cc1ccc2[nH]c(=O)c(CN(CC3CCCO3)S(=O)(=O)c3c(C)ccc4nsnc34)cc2c1 (stereo not drawn)	0%	4%	-9%	3%	9%	-8%	4%	2.3%	4%
7	CSCC(=O)N1CCC(n2nccc2NC(=O)CCCc2ccccc2)CC1	4%	-1%	-1%	-7%	-6%	-13%	-13%	-1.5%	-3%
8	O=C(CSc1nc(=O)[nH]c2c1CCCC2)Nc1cc(C(F)(F)F)ccc1Cl	2%	3%	-2%	?	22%	-8%[57.1 µM]	-2%[57.1 µM]	0.3%	?
9	CCOC(=O)c1c(C)[nH]c2c1cc(O)c1ccccc12	16%	-11%	-8%	-4%	-19%	-5%	-5%	-6.4%	?
10	Nc1ccc(Br)cc1C(=O)O	1%	1%	3%	-2%	15%	3%	15%	-3.4%	-7%
11	CC(=O)N1CCN(c2ccc(NC(=O)c3ccco3)cc2)CC1	-1%	-2%	-4%	-17%	1%	3%[57.1 µM]	2%[57.1 µM]	-3.0%	-16%
12	Cc1cc(=O)n2c(nc3ccccc32)[nH]1	2%	-1%	2%	1%	35%	53%[activator]	4%	1.2%	0%
13	CCCCn1c(N)c(N(CCOC)C(=O)COC(=O)COc2ccc(CC)cc2)c(=O)[nH]c1=O	2%	1%	-4%	-18%	-10%	3%	18%	0.6%	-3%
14	CC(/C=N/O)Cc1ccc2c(c1)OCO2 (stereo not drawn)	-5%	1%	0%	-6%	43%	-7%	-3%	3.1%	24%
15	COc1cc(C(=O)OCC(=O)N2CCCCCC2)c([N+](=O)[O-])cc1OC	0%	-1%	-3%	-18%	-6%	1%	16%	.	-11%
16	CCOc1nc(C)ccc1-c1noc(C)n1	6%	1%	-11%	1%	42%	11%	22%	-1.0%	20%
17	O=C(NN1C(=O)C2C3C=CC(O3)C2C1=O)c1ccccc1 (stereo not drawn)	-3%	-2%	0%	-5%	5%	0%	8%	-2.2%	1%
18	COc1ccccc1-c1nnc(SC(C)C(=O)O)n1-c1ccccc1 (stereo not drawn)	8%	-4%	-7%	-22%	-8%	6%[57.1 µM]	19%	0.9%	-1%
19	Brc1cc(/C=N/n2cnnc2)oc1Br	8%	-6%	0%	-8%	-32%	-4%	-23%	-1.1%	-18%
20	Cc1ccc2c(c1)NC(C(C)(C)C)CO2 (stereo not drawn)	11%	1%	2%	-6%	1%	-13%	-15%	0.6%	0%
21	CCn1c(SCC(=O)N2CCCc3ccccc32)nc2c1c(=O)n(C)c(=O)n2C	-9%	1%	-2%	-16%	-10%	-1%	21%	6.6%	-3%
22	COCCNS(=O)(=O)c1ccc(C)c(C)c1C	1%	2%	6%	-19%	-30%	1%[57.1 µM]	22%[57.1 µM]	0.1%	10%
23	Cc1ccccc1C(=O)N1CCN(C(c2ccccc2)c2ccccc2)CC1	-4%	1%	-15%	-17%	-13%	-12%	3%	2.5%	?
24	COc1ccc([C@H]2CC(=O)C=C(c3cccc4c3Oc3ccccc3S4)C2)cc1OC	-10%	2%	1%	?	-2%	4%	10%	3.6%	-14%
25	O=C(NCc1ccco1)/C(=C/c1ccco1)NC(=O)c1ccc(Br)o1	2%	1%	6%	-16%	-20%	-7%	50µM*	-0.7%	-13%
26	Cc1cccc(Cn2cccc2/C=C2/C(=N)N3C=CSC3=NC2=O)c1	1%	2%	-8%	-16%	-29%	-6%	-3%	0.0%	-20%
27	CC(=O)Oc1ccc(/C=C2/CCc3ccccc3C2=O)cc1	7%	-1%	-9%	?	-30%	-1%	14%	-0.6%	0%
28	COC(=O)c1c(NC(=O)Cc2coc3cc(C)ccc23)sc2c1CCC2	0%	-1%	-4%	-10%	16%	-4%	-3%	0.2%	-4%
29	CC(=O)Nc1ccc(C(C#N)c2ccccc2)cc1 (stereo not drawn)	4%	-2%	-7%	-15%	11%	-7%[57.1 µM]	-8%[57.1 µM]	-1.2%	-4%
30	CNC(=S)Nc1cc(C(=O)N2CCCC2)ccc1N1CCCC1	0%	1%	0%	-17%	-6%	-8%	-7%	-0.4%	-13%

Shown in transposed form: six of the compounds above
9. CCOC(=O)c1c(C)[nH]c2c1cc(O)c1ccccc12
23. Cc1ccccc1C(=O)N1CCN(C(c2ccccc2)c2ccccc2)CC1
17. O=C(NN1C(=O)C2C3C=CC(O3)C2C1=O)c1ccccc1 (stereo not drawn)
3. CC(=O)c1ccc(CC2SC(N)=NC2=O)cc1 (stereo not drawn)
13. CCCCn1c(N)c(N(CCOC)C(=O)COC(=O)COc2ccc(CC)cc2)c(=O)[nH]c1=O
7. CSCC(=O)N1CCC(n2nccc2NC(=O)CCCc2ccccc2)CC1
screen / no.	9	23	17	3	13	7
IDH1 R132H inh	16%	-4%	-3%	3%	2%	4%
Vif-APOBEC3G blk	-11%	1%	-2%	0%	1%	-1%
Vif-APOBEC3F blk	-8%	-15%	0%	0%	-4%	-1%
USP1-UAF1 inh	-4%	-17%	-5%	-1%	-18%	-7%
RGS4 inh	-19%	-13%	5%	20%	-10%	-6%
TrxR1 substrate	-5%	-12%	0%	-3%	3%	-13%
TrxR1 inh	-5%	3%	8%	15%	18%	-13%
RXFP1 agonist	-6.4%	2.5%	-2.2%	0.9%	0.6%	-1.5%
ALOX12 inh	?	?	1%	0%	-3%	-3%

The list continues.
cpd	Molecule	IDH1 R132H inh	Vif-APOBEC3G blk	Vif-APOBEC3F blk	USP1-UAF1 inh	RGS4 inh	TrxR1 substrate	TrxR1 inh	RXFP1 agonist	ALOX12 inh
31	CCOC(=O)c1c(NC(=O)CN2C(=O)NC3(CCC(CC)CC3)C2=O)sc(C)c1-c1ccc(C)cc1 (stereo not drawn)	0%	-1%	-1%	-14%	-5%	-10%	-11%	-2.5%	4%
32	O=C(CSc1ccc(-c2ccccc2)nn1)NCC1CCCO1 (stereo not drawn)	13%	1%	9%	-9%	12%	5%[57.1 µM]	-50%	0.5%	5%
33	O=C(C1CCCN(Cc2ccccc2[N+](=O)[O-])C1)N1CCCCC1 (stereo not drawn)	1%	1%	-5%	-2%	5%	2%	23%	1.3%	2µM*
34	COc1ccccc1CNC(=O)c1cc(C)nc2ccccc12	10%	-4%	5%	-19%	-13%	5%	17%	-4.6%	-1%&-15%
35	CCOc1ccc(N(CC(=O)NN=C2CCN(C)CC2)S(=O)(=O)c2ccc(Br)cc2)cc1	5%	1%	-4%	-2%	22%	-5%	10%	-1.8%	42%[activator]
36	CCN(CC)S(=O)(=O)c1ccc2oc(C(=O)NC(C)C)c(C)c2c1	20%	2%	-4%	-8%	-31%[56.9 µM]	-2%	6%	-0.6%	0%
37	CC1CCN(CC(O)COC2CC(C)CCC2C(C)C)CC1 (stereo not drawn)	-4%	0%	0%	-25%	10%	1%	6%	-0.8%	-9%
38	COC(=O)C1=C(CS(=O)(=O)c2ccc(Cl)cc2)NC(=O)NC1c1ccc(O)c(OC)c1 (stereo not drawn)	-3%	1%	6%	-23%	26%	0%	18%	3.6%	4%
39	COC(=O)C1C(=O)C2=C(CC1C)Nc1ccccc1NC2c1ccc(C)s1 (stereo not drawn)	-5%	-1%	-1%	-17%	11%	0%	-8%	-3.3%	-13%
40	CN1CCC(N(C)C(=O)c2ccc(Cl)c(S(=O)(=O)N3CCc4ccccc43)c2)CC1	-18%	1%	1%	2%	9%	-1%	-3%	.	-27%
41	Cc1ccc(CN2CC(C(=O)N3CCN(c4ccccc4O)CC3)CC2=O)cc1 (stereo not drawn)	4%	1%	7%	-14%	19%	1%	-13%	-0.5%	-24%
42	COc1cc(NC(=O)CSc2nc3c(C)ccc(C)c3cc2C)c(C(=O)O)cc1OC	-1%	-26%	2%	-8%	-8%	-5%	-3%	6.1%	?
43	N#Cc1cccc(NC(=O)NCCc2c[nH]c3ccccc23)c1	-2%	-8%	-1%	?	-25%	4%	29%	5.7%	25%[57.4 µM]

The list is partial, so the mix of outcomes need not match the whole.
